CendR NRP1 mod – alters CendR peptide binding to human NRP-1; O14786; inhibition, % at 25 µM; AID 602438; hit rate 0.85% among 360,000; FAM-RPARPAR peptide binding to NRP-1, fluorescence polarization;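 active means inhibition or corrected inhibition above about 18%, plus a signal ratio from 0.5 to 1.5, limit read from the data, passing the limit was not always enough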; further: strong numbers were not always called active
Rpn11 inh – blocks the human proteasome subunit Rpn11. hit rate 0.59% among 360,000. O00487. calls only at 20 µM. human 26S proteasome, Ub4-pepOG fluorescence polarization; 20S core pre-blocked with epoxomicin;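 active means inhibition at 20 µM, scaled to each plate's controls, above about 33%, limit read from the data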
SUMO1 PPI mod – modulators of human SUMO1-mediated protein-protein interactions | P63165 | hit rate 0.33% among 360,000 | SUMO1 binding to a labelled peptide, TR-FRET, 1 h | inhibition, % at 20 µM; in the data active means inhibition above about 37%
Target sequence (P63165 whole entry, looked up): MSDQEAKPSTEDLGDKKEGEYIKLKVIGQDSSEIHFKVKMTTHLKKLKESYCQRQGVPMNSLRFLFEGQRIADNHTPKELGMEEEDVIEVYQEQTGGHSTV
STEP block – blocks human striatal-enriched tyrosine phosphatase; P54829; recombinant STEP, OMFP fluorogenic substrate, fluorescence; inhibition, % at 20 µM; hit rate 0.25% among 360,000; AID 588621;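 active means inhibition at 20 µM, scaled per plate between control wells, above about 37%, limit read from the data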;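 further: 0% = DMSO with enzyme and substrate and 100% = substrate only without enzyme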
Target sequence (P54829 whole entry, looked up): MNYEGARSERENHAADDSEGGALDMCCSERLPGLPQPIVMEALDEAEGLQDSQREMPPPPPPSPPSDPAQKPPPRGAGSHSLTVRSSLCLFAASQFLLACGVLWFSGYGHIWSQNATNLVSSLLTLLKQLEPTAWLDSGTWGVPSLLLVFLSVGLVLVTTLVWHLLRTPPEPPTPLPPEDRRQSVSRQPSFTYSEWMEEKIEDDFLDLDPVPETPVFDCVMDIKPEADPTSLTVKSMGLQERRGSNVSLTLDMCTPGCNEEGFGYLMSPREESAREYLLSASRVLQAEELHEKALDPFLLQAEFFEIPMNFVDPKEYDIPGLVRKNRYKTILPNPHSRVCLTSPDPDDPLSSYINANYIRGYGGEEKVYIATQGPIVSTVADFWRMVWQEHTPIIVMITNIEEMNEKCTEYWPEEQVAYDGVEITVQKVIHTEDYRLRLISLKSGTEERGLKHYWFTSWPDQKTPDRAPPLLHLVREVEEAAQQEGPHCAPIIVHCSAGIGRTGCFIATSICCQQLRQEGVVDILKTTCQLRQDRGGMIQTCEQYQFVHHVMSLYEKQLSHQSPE
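Material: STEP (striatal-enriched tyrosine phosphatase) enzyme, cell-free; Compound dosing: 20 µM single dose in 1% DMSO; Technique: fluorescence read at 480 nm ex / 540 nm em; Times: reaction 20 min, ambient temperature; Medium: 50 mM Bis-Tris pH 6.0 with 2.5 mM DTT and 0.005% Tween 20; Also added: OMFP at 25 µM.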
MT1-MMP act inh – inhibitors of human MT1-MMP activation. HT1080 RFP-PRO-GFP cells, GFP/RFP ratio fluorescence, overnight; percent of plate control window, DMSO zero. GFP/RFP ratio change, % at 20 µM. hit rate 0.061% among 360,000;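 active means GFP/RFP ratio change of at least 30% with cell ATP level not reduced by more than half and red fluorescence within 50% of control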; further: strong numbers were not always called active
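Material – HT1080 RFP-PRO-GFP cells · Control set – DMSO wells and RFP-L50D-GFP cells · Incubation – overnight cell settling, then overnight compound exposure, 37 °C, 5% CO2 · Compound dosing – single-point 20 µM compound, 1% DMSO · Read-out – GFP/RFP fluorescence ratio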
SKN-1 inh – blocks SKN-1 activity in C. elegans; inhibition, % at 21.8 µM; hit rate 0.49% among 360,000; C. elegans VP596 Pgst-4::GFP/RFP ratio, acrylamide-induced, 24 h;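 active means interference check ratio from 0.5 to 1.5 plus GFP to RFP signal ratio inhibition reaching or exceeding a fixed threshold, cut at about 30% in these data, passing the limit was not always enough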; further: some compounds called inactive have numbers as strong as hits
NadD block – NadD (S. aureus) enzyme inhibition | purified NadD enzyme, colorimetric absorbance read-out | inhibition, % at 20 µM | hit rate 0.78% among 360,000 | AID 602399; in the data active means inhibition above about 26%; further: some compounds past the cut are filed as inactive
DNMT1 block – inhibitors of human DNMT1; P26358; DNMT1 molecular beacon, Hinp1I cleavage, fluorescence; inhibition (reported as % activation of signal), % at 10 µM; hit rate 0.83% among 360,000; in the data active means inhibition above about 50%
LMPTP inh – LMPTP (human) inhibition | P24666 | recombinant LMPTP-A, OMFP fluorogenic substrate, fluorescence intensity | inhibition, % at 20 µM | hit rate 0.22% among 360,000 | AID 651560;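 active means compounds that cut the enzyme signal by at least half of the control window in the single-dose screen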;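 further: plate controls were DMSO wells with enzyme plus substrate for no effect and substrate without enzyme for full effect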
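Assay system: LMPTP-A phosphatase enzyme | Input: 0.625 nM enzyme | Also added: Fluorogenic phosphatase substrate OMFP at 400 µM final | Compound dosing: One test concentration per compound, 20 µM, with 3% DMSO overall | Schedule: 50 min enzyme reaction at room temperature, protected from light | Signal: Fluorescence intensity | Benchmarks: no-enzyme and uninhibited controls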
Scp-1 inhibitor – Scp-1 (human) phosphatase inhibition. Q9GZU7. Recombinant Scp1, phosphopeptide, malachite green phosphate absorbance. inhibition, % at 20 µM. hit rate 0.88% among 340,000. AID 493091;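 active means inhibition above about 50% at 20 µM, limit read from the data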;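 further: plate controls were DMSO wells with enzyme for no effect and wells lacking enzyme for full effect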
Target sequence (Q9GZU7 76-261 limits assumed): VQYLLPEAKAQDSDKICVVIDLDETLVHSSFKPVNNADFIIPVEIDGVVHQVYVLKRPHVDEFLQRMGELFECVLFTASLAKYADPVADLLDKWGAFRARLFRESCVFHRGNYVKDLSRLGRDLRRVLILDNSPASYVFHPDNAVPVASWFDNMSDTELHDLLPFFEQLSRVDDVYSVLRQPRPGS
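Incubation: 45 min enzyme reaction at room temperature / System: truncated SCP-1 phosphatase (76-261aa) / Reagent: Phospho 17-mer peptide substrate / Buffer or medium: Acidic Tris acetate buffer with magnesium and detergent / Signal: absorbance at 630 nm / Doses: one concentration, 20 µM, with 1.0% DMSO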
An asterisk follows results filed as active; i = inactive; nt = no result given.

cpd	Rpn11 inh	SKN-1 inh	DNMT1 block	CendR NRP1 mod	NadD block	STEP block	MT1-MMP act inh	LMPTP inh	Scp-1 inhibitor	SUMO1 PPI mod	SMILES
1	i	13	-11	-4	1	0	2	-1.1	-1	-4	Cc1ccc(C)c(OCc2cc(C(=O)N3CCC(N4CCCC(O)C4)CC3)no2)c1 (stereo not drawn)
2	i	-27	0	-8	-1	-1	2	-2.4	2	0	CCN(CC(=O)NC(C)(C)C)C(=O)C(c1ccccc1)c1ccccc1
3	i	-6	1	6	-4	-4	-3	-0.2	-1	3	CCC1CCCCN1CCCNC(=O)c1ccc(CS(=O)(=O)Cc2ccc(Cl)cc2)o1 (stereo not drawn)
4	i	8	-1	10	1	1	1	0.2	-1	4	O=c1c2cccnc2[nH]c(=S)n1CCCN1CCN(c2ccc(F)cc2)CC1
5	i	-12	3	-60	3	-1	nt	3.7	34	17	COc1cc(OC)cc(C(=O)N[C@H](C(=O)OCC(=O)Nc2sccc2C#N)C(C)C)c1
6	i	11	0	17	1	1	4	0.7	-11	8	CSc1ccccc1OCc1cc(C(=O)N2CCSCC2)no1
7	i	-4	28	-9	11	6	4	34	7	32	C[C@H]1COC2=C1C(=O)C(=O)c1c2ccc2c1CCCC2(C)C
8	i	20	-6	-5	-1	-3	4	0.2	-8	4	CCSc1nc2n(n1)C(c1cccc(F)c1)C1=C(CCCC1=O)N2 (stereo not drawn)
9	i	-6	-5	-2	8	1	-6	1.4	nt	6	CC(C)Oc1ccc(S(=O)(=O)N2CCOCC2)cc1NC(=O)CSC(=S)N1CCCC1
10	i	5	-1	4	2	-2	-1	-1.5	0	5	CCN1C[C@@H]2[C@@H]3C(=O)N(C)C(=O)[C@@H]3[C@](Cc3ccccc3)(C1=O)N2C(=O)c1ccc(Cl)c(Cl)c1
11	i	0	-2	5	-4	2	-53	6.6	-3	-2	Cn1c(CNc2ccc(O)cc2)nc2ccccc21
12	i	5	4	-12	-10	-1	3	-1.0	4	2	COc1cscc1C(=O)O
13	i	1	1	-2	-3	-4	-4	-1.1	-7	2	CC(NC(=O)c1ccco1)C(=O)N1CCN(c2ccccc2)CC1 (stereo not drawn)
14	i	3	0	-1	-7	1	4	1.4	-7	-2	CCn1c(SCC(=O)NCCc2ccccc2)nnc1C(C)C
15	i	-12	5	3	-1	12	1	-0.3	-10	8	C=CCn1c(SCC(=O)Nc2ccc(C(=O)O)cc2)nc2sc(C)c(C)c2c1=O
16	i	-13	2	6	0	-1	-1	1.4	3	-5	CC1(c2ccc3ccccc3c2)NC(=O)N(CC(N)=O)C1=O (stereo not drawn)
17	i	-5	1	0	8	-3	3	0.0	3	-3	CCS(=O)(=O)N1CCN(c2cccc(C)c2C)CC1
18	nt	14	nt	5	nt	nt	-11	1.4	nt	5	COC(=O)C1(C(=O)OC)c2ccccc2N(S(=O)(=O)c2ccc(C)cc2)C1CC(=O)c1ccccc1 (stereo not drawn)
19	i	10	-7	-6	5	4	0	6.0	-9	2	CCCCCCN(C(=O)CCCN1C(=O)NC(c2ccc([N+](=O)[O-])cc2)C(C(=O)OCc2ccccc2)=C1C)C(C)C(=O)NCCCC (stereo not drawn)
20	i	12	-6	4	-5	0	0	1.9	-4	5	CC1=NN(c2ccc(Cl)cc2)C(=O)C1
21	i	12	-2	12	-2	3	-5	-1.6	-11	1	O=C(Nc1ccon1)c1cc2c(s1)CCCC2
22	nt	59	-7	-52	3	4	-73	1.5	-10	-17	CCN(CC)c1ccc(C=NNc2ccc([N+](=O)[O-])cn2)cc1
23	i	33	1	15	-1	3	3	-0.2	-7	-3	CCn1ncc(/C=N/NC(=O)c2ccc3c(c2)OCO3)c1C
24	i	8	-2	7	1	1	-1	-0.7	-7	-5	COc1ccc(NCc2nnc(-c3ccccc3)o2)cc1
25	i	1	-3	8	0	-1	5	-0.4	1	-7	Cc1ccc(S(=O)(=O)Nc2ccc(O)c3cccnc23)cc1
26	i	-11	-3	-15	8	-6	-1	-1.5	3	2	COCCN(C(=O)c1ccco1)C(C(=O)NC1CCCC1)c1cccs1 (stereo not drawn)
27	i	-5	8	-10	6	2	31*	0.5	-5	-26	O=C(/C=C(\c1ccc(Cl)cc1)n1cncn1)c1ccc(Cl)cc1
28	i	-7	1	-9	-6	0	-5	-0.3	-7	-1	CCCn1c(N)cc(=O)n(C)c1=O
29	i	2	-1	3	-1	-3	-4	0.0	-12	-4	Nc1nc(SCc2ccccc2Cl)n[nH]1
30	i	-6	6	0	-8	1	-1	-0.8	-10	3	Cc1cccc(NC(=O)Nc2ccc(C)cc2Br)c1
31	i	-12	0	13	-6	-1	0	-0.9	-5	1	CC(CCc1ccccc1)NC(=O)c1ccc(F)cc1 (stereo not drawn)
32	i	-9	-3	2	-6	-5	2	-1.6	-7	0	CCOc1ccc(Cc2onc3c2C(=O)CCC3)cc1OCC
33	i	12	-3	-27	4	-8	-5	-0.5	-12	-5	C/C(=N\NC(=O)CC#N)c1cc2ccc(O)cc2oc1=O
34	i	-18	2	15	-7	-6	2	-1.8	3	0	Cn1c(=O)c2c(nc(SCC(=O)N3CCc4ccccc4C3)n2C)n(C)c1=O
35	i	-14	-1	4	-6	1	2	-1.8	-1	2	O=C(NNC(=O)C1CCN(S(=O)(=O)c2cccc(Cl)c2)CC1)C1CC1
36	i	27	18	3	72*	7	6	2.6	11	5	COc1ccc(Cl)cc1C(=O)NNC(=S)NC(=O)c1cc(-c2ccc(Cl)cc2)nc2ccccc12
37	i	3	25	-23	18	4	-3	0.1	47	16	Cc1cc(S(=O)(=O)Nc2nc(CN3CCOCC3)nc3sc4c(c23)CCC4)cc(C)c1C
38	i	9	-3	-17	0	3	3	3.6	-17	-5	Cc1ccc(S(=O)(=O)/C(C#N)=C/c2c(N3CCCCC3)nc3ccccn3c2=O)cc1
39	i	23	1	3	4	1	-2	2.9	-9	5	Cn1c(-c2ccsc2)c(-c2cccs2)c2cc(Br)ccc21
40	i	-7	0	7	3	3	4	-0.8	-8	5	O=C(Cn1cncn1)NCc1cccc(C(F)(F)F)c1
41	i	14	-2	-6	-2	2	-4	2.7	-20	-1	N#CCC(CNc1ncc(C(F)(F)F)cc1Cl)OC(=O)c1cccc(C(F)(F)F)c1 (stereo not drawn)
42	i	-6	2	1	-2	0	-2	-2.5	-2	0	CSc1ncc(CN2CCN(C3CCN(C(C)C)CC3)C(CCO)C2)cn1 (stereo not drawn)
43	i	-7	0	-2	-2	3	4	1.0	-10	1	Cc1cc(Oc2nnnn2-c2ccccc2)ccc1Cl
44	i	-2	5	-6	-2	5	5	1.4	5	15	Cc1cccc(Nc2nnc(SCc3cn4ccsc4n3)s2)c1
45	i	-2	-7	4	0	0	-1	1.4	-4	2	O=S(=O)(c1ccccc1F)N1CCN(Cc2cc3c(cc2Br)OCCO3)CC1
46	i	7	3	4	-2	-4	0	-1.9	3	-2	CCN1CCN(Cc2c(O)ccc3c(=O)c(-c4ccc(OC)c(OC)c4)c(C)oc23)CC1
47	i	6	1	-2	-2	5	7	-0.6	-2	6	Cc1cc(C)cc(NC(=S)N2CCN(C(=O)c3ccco3)CC2)c1
48	i	-13	1	-4	-5	0	-1	-0.9	-1	-3	Cc1c(NC(=O)c2cccc(NC(=O)Cc3ccccc3F)c2)c(=O)n(-c2ccccc2)n1C
49	i	3	-2	-5	-4	0	-2	-0.4	-20	1	CC1=C(C#N)C(Nc2cc(C)ccn2)(C(F)(F)F)C(=O)N1 (stereo not drawn)
50	nt	-14	nt	-1	nt	nt	3	0.4	nt	-1	CC1(C(=O)NCc2ccccc2)CSCC(=O)N1Cc1cccc(C(F)(F)F)c1 (stereo not drawn)
51	i	-2	2	1	0	0	3	-0.2	-1	-1	CC1CC(=O)N(CC(=O)NCc2ccc3c(c2)OCO3)c2ccccc2S1 (stereo not drawn)
52	i	98	-1	-1	0	-2	4	-2.7	-6	5	O=Cc1ccc(O)c(O)c1
53	i	-11	3	-5	5	-2	6	26	-1	36	CCCc1cc(=O)[nH]c(SCC(=O)NC2CCCCCCC2)n1

Not a hit list, and some 3.9% of all compounds hit somewhere here.
